Bioassay records: PubChem BioAssay, Sanford-Burnham Center for Chemical Genomics
EphA4 KYL inhibition: EphA4 ligand-binding antagonists – biochemical, colorimetric, mouse EphA4, primary screen (AID 689) | EphA4-AP binding to KYL peptide, pNPP A405; higher % means a stronger effect | inhibition, % at 10 µM; hits with a dose series show IC50 in µM | 62,000 tested, 0.1% active; in the data active = a potency from the dose series; inactive = the rest, 99 in 100 with inhibition below about 22%
An asterisk follows results filed as active; & = joins results of further samples. Some of the compounds tested; count on the stated rates, not on these rows.

EphA4 KYL inhibition	Structure
6.6%	O=C(NC1=NCCS1)C1CC2CCC1C2 (stereo not drawn)
3.2%	CCOC(=O)c1cn2nc(-c3ccc(OCC)cc3)cc2nc1C1CCN(C(=O)OC(C)(C)C)CC1
0.1%	O=c1c(O)c(-c2ccc3c(c2)OCO3)oc2ccccc12
-8.3%	O=C(O)CCCCCCNS(=O)(=O)c1ccccc1
-1.2%	Cc1ccc(C(=O)CSc2nc3ccccc3c(=O)[nH]2)cc1
-9.0%	COc1cccc(C(=O)NCC(=O)N2CCC(C)CC2)c1
-6.1%	Cc1c(Nc2nc3ccccc3nc2NS(=O)(=O)c2ccccc2)c(=O)n(-c2ccccc2)n1C
-11.0%	COCCn1nnnc1C(c1cc2cc(C)ccc2[nH]c1=O)N1CCCCCC1 (stereo not drawn)
6.0%&-2.2%	CCOC(=O)C1=C(C)S/C(=C\N(C)C)C1=O
-8.3%	C/C(=N\NC(=O)C1CC1c1ccccc1)c1cccs1 (stereo not drawn)
-14.3%	COc1ccc(Cl)cc1C(=O)Nc1cccc(-c2nc3cc(C)c(C)cc3o2)c1
2.4%	CCN(CC)c1ccc(NC(=O)c2cc(Br)ccc2Cl)cc1
2.4%	COc1cc2c(cc1OC)C(c1ccccc1)N(C(=O)c1ccco1)CC2 (stereo not drawn)
-0.5%	O=C(NCCCN1CCOCC1)c1cc2ccccc2oc1=O
20.0%&-10.1%	CC(C)(NO)/C(=N/O)c1ccc(Br)cc1
3.7%	Cc1ccc(-c2nc3ccccc3s2)cc1NC(=O)COc1ccccc1[N+](=O)[O-]
-12.2%	O=C(NC1CCCCCC1)C1C2C=CC3(CN(Cc4cccnc4)C(=O)C13)O2 (stereo not drawn)
4.3%	CC(Nc1nc(N2CCCCC2)nc2ccccc12)c1ccccc1 (stereo not drawn)
13.3%	CCc1cc(C(c2ccccc2OC)N2CCOCC2)c(NC(=O)c2ccccc2)s1 (stereo not drawn)
10.9%	CCCOc1ccc(/C(O)=C2\C(=O)C(=O)N(CCCN(C)C)C23C(=O)N(C)c2ccccc23)cc1 (stereo not drawn)
-0.3%	O=C(CCN1C(=O)C2CC=CCC2C1=O)N1CCN(c2ccccn2)CC1 (stereo not drawn)
-8.4%	COc1cc(C2CC(C(F)(F)F)n3ncc(C(=O)N4CCN(Cc5ccccc5)CC4)c3N2)cc(OC)c1OC (stereo not drawn)
-12.5%	Nc1ccc(C(=O)NCCNCCNC(=O)c2ccc(N)cc2)cc1
-21.5%	Cc1ccc(NCCC(=O)c2ccc(C)o2)cc1
0.5%	CC1=CC(C)(C)Nc2ccc(OC(=O)C(Cc3ccccc3)N3C(=O)c4ccccc4C3=O)cc21 (stereo not drawn)
-15.9%	CCN(CC)c1ccc(C2C(C(=O)OC)=C(C)NC(C)=C2C(=O)OC)cc1
-15.3%	CCCOC(=O)CCNc1n[nH]c(=O)[nH]c1=O
-18.7%	Cn1c(=O)oc2cc(S(=O)(=O)NCCC(=O)N3CCc4ccccc43)ccc21
-9.3%	CCC(C)NC(=O)CSc1nnc(-c2ccc(C(C)(C)C)cc2)n1C (stereo not drawn)
-11.9%	O=C(N(c1cccc2ccccc12)C1C=CS(=O)(=O)C1)C(F)(F)F (stereo not drawn)

Rewritten as a markdown table: entries from further up
| Structure | EphA4 KYL inhibition |
| --- | --- |
| CCCOC(=O)CCNc1n[nH]c(=O)[nH]c1=O | -15.3% |
| Cn1c(=O)oc2cc(S(=O)(=O)NCCC(=O)N3CCc4ccccc43)ccc21 | -18.7% |

Next part
EphA4 KYL inhibition	Structure
-2.4%	C=CCn1c(SCc2ccc(C(=O)Nc3ccccc3)cc2)nnc1-c1ccccc1
-14.0%	O=C(NCCc1ccccc1F)[C@@H]1CSC2c3ccccc3C(=O)N21 (stereo partly drawn)
-13.3%	CCCN(CCC)S(=O)(=O)c1ccc(C(=O)Nc2nnc(CSC)o2)cc1
-5.0%	CCCCOc1ccc(C(=O)Nc2cccc(C)n2)cc1
-7.5%	O=C(Cn1cc(C(=O)C2CC2)c2ccccc21)NC1CCCC1
-9.5%	COc1cccc(Nc2ncnc3c2cnn3-c2cccc(C)c2)c1
-15.6%	Cc1ccc(-c2nn3c(C)nnc3c3ccccc23)cc1S(=O)(=O)NCCN1CCOCC1
-5.0%	Clc1ccc(Oc2ncnc3oc(-c4ccccc4)cc23)cc1
10.0%	CC(C)COc1ccc(/C=C2/Sc3ccccc3C2=O)cc1
-14.9%	CCC(=O)N1CCN(c2ccc(NC(=O)c3cccs3)cc2)CC1
2.4%	CCC1Oc2ccc(C)cc2N(CC(=O)NCCN2CCCCCC2)C1=O (stereo not drawn)
0.0%	O=C(Nc1ccc(N2CCN(C(=O)c3ccc(Cl)cc3)CC2)cc1)c1ccc2c(c1)OCCO2
-4.8%	CCN1C(=O)CC(C(=O)Nc2ccc(F)cc2)SC1=Nc1cccc(OC)c1 (stereo not drawn)
-6.9%	COc1ccc(CCN2C(=O)C(Oc3ccccc3C)C2c2ccc3c(c2)OCO3)cc1OC (stereo not drawn)
-3.0%	CSc1ccc(S(=O)(=O)NCc2ccc(C)cc2)cc1
-1.2%	COc1cccc(C(=O)/C=C/Nc2ccc(S(=O)(=O)Nc3cccc(C(C)=O)c3)cc2)c1
2.5%	Cc1cc(NC(=O)CSCc2nc(-c3cccc(F)c3)oc2C)no1
-12.7%	C=C(C)CN(CC)c1nc(N)c2c(N)nc3c(c2c1C#N)CC(=O)N3C12CC3CC(CC(C3)C1)C2
-2.1%	O=C(NCc1ccco1)C1CN(S(=O)(=O)c2ccccc2)CCN1S(=O)(=O)c1ccccc1 (stereo not drawn)
-9.3%	Cc1nc2ccccc2c(=O)n1/N=C/c1cn(-c2ccccc2)nc1-c1cccs1
-0.9%	COc1ccc(CCN2CC(C#N)=C3c4cc(OC)c(OC)cc4CCN3C2)cc1OC
-2.7%	CCC(=O)Nc1ccc2c(c1)ncn2-c1ccccc1
15.0%	c1ccc(-n2ncc3c(N4CCN(c5ccccn5)CC4)nc(N4CCCCCC4)nc32)cc1
2.0%	CC(C)C(=O)Nc1nnc(-c2ccccc2)o1
6.6%	Cc1occc1-c1nnc(SCC(=O)NCc2cccs2)n1-c1ccc(F)cc1
-3.3%	Cc1ccc(N2C(=O)c3ccccc3NC2c2c(F)c(F)c(F)c(F)c2F)cc1 (stereo not drawn)
-10.3%	Cc1ccc(-c2nnc3ccc(SCC(=O)Nc4cc(C)on4)nn23)cc1
1.5%	O=c1c([N+](=O)[O-])c(Cl)c2ccccc2n1-c1ccccc1
-4.0%	O=c1[nH]ncc2c3ccccc3n(Cc3ccc(F)cc3)c12
-13.4%	CCn1c(SCc2cccc(C(=O)O)c2)nnc1-c1ccccc1

Arranged by value in EphA4 KYL inhibition (low to high): some entries from above.
EphA4 KYL inhibition	Structure
0.0%	O=C(Nc1ccc(N2CCN(C(=O)c3ccc(Cl)cc3)CC2)cc1)c1ccc2c(c1)OCCO2
2.5%	Cc1cc(NC(=O)CSCc2nc(-c3cccc(F)c3)oc2C)no1
6.6%	Cc1occc1-c1nnc(SCC(=O)NCc2cccs2)n1-c1ccc(F)cc1

Following part.
EphA4 KYL inhibition	Structure
-37.0%	COc1cc(C)c(C(C)C)cc1S(=O)(=O)NCCCn1ccnc1
-1.8%	N#CCCn1c2ccccc2c2nc3ccccc3nc21
16.1%	CCn1nc(NC(=O)c2ccccn2)c2cc3cccc(C)c3nc21
-2.4%	COc1cccc(C(=O)N2CCN(Cc3ccccc3Cl)CC2)c1
-14.2%	CCOc1ccc2nc(NC(=O)C3CCCN(S(=O)(=O)c4cccc5nonc45)C3)sc2c1 (stereo not drawn)
1.0%	CCOC(=O)CNC(=O)Cn1cnc2c(nnn2-c2ccc(F)cc2)c1=O
-8.9%	COc1ccccc1NC(=O)N1CCN(c2ccccn2)CC1
0.8%	CCOC(=O)c1c(NC(=O)CNCCO)sc(C)c1C
-12.8%	Oc1ccc(-c2nccc(-c3cccs3)n2)cc1
17.5%	Cc1ccc(-c2cc(N)n(-c3ccccc3)n2)cc1
-9.3%	CCOC(=O)c1sc(NCc2ccco2)c(-c2nc3ccccc3s2)c1N
-7.8%	CCc1ccc(NC(=O)CCc2nc3cccnc3n2Cc2ccc(OC)cc2)cc1
0.7%	COCC(C)n1c(C)cc(C(=O)CN2C(=O)NC3(CCCCC3C)C2=O)c1C (stereo not drawn)
2.5%	COc1ccc(/C=C2\SC(=Nc3ccc(F)cc3)NC2=O)cc1OC
-13.0%	COc1ccc(NC(=O)c2cc3ccccc3o2)cc1
0.3%	Cc1cnc(C(=O)OCC(=O)N2CCN(C(=O)c3ccco3)CC2)cn1
-9.2%	O=C(Cn1nnc(-c2ccccc2)n1)OCc1ccccc1
-23.7%	O=C(NC(Cc1ccccc1)C(=O)Nc1ccccc1)OCc1ccccc1 (stereo not drawn)
-18.1%	O=C1c2ccccc2C(O)N1c1ccc(Cl)cc1 (stereo not drawn)
-6.1%	Cc1ccc(OCCNC(=O)c2cncc(Br)c2)cc1C
-4.1%	O=C(NCCc1cn2ccccc2n1)c1ccccc1F
-4.5%	Cn1c(=O)c(-c2cc(Br)ccc2N)nc2ccccc21
-19.6%	Cc1cccc(NC(=O)NCC(F)(F)F)n1
-18.9%	COCCN(C(=O)c1ccco1)c1nnc(-c2ccc(OC)cc2)s1
-19.5%	CCOP(=O)(c1ccccc1Cl)C1(O)CCCCC1 (stereo not drawn)
1.9%	CCOC(=O)C1CCCN(C(=O)c2cc3nc(-c4ccc5c(c4)OCO5)cc(C(F)(F)F)n3n2)C1 (stereo not drawn)
-7.0%	COCCCNC(=O)CN(c1ccc(Cl)c(C(F)(F)F)c1)S(=O)(=O)c1ccccc1
-15.7%	COc1ccc(C(C#N)N2CCCCC2)cc1OC (stereo not drawn)
-1.8%	Cc1cc(C(=O)CSc2nnnn2C)c(C)n1CCc1ccc(Cl)cc1
-7.2%	Nc1nonc1-c1nc2ccccc2n1CC(=O)NC1CCCC1

6 structures from above, sorted by formula weight, high to low.
EphA4 KYL inhibition	Structure
-0.9%	COc1ccc(CCN2CC(C#N)=C3c4cc(OC)c(OC)cc4CCN3C2)cc1OC
2.4%	CCC1Oc2ccc(C)cc2N(CC(=O)NCCN2CCCCCC2)C1=O (stereo not drawn)
-9.5%	COc1cccc(Nc2ncnc3c2cnn3-c2cccc(C)c2)c1
-5.0%	Clc1ccc(Oc2ncnc3oc(-c4ccccc4)cc23)cc1
-9.2%	O=C(Cn1nnc(-c2ccccc2)n1)OCc1ccccc1
-13.0%	COc1ccc(NC(=O)c2cc3ccccc3o2)cc1

The list continues:
EphA4 KYL inhibition	Structure
-29.3%	Cc1ccc(C)c(S(=O)(=O)NCc2ccncc2)c1
-22.6%	Fc1ccc(CSc2nnc(-c3cccnc3)n2Cc2ccco2)cc1
-11.9%	CCOC(=O)c1sc(N/N=C/c2cccc(C)c2)nc1C
-9.7%	CN(C)CCCNCCCNC(=O)c1ccncc1
-18.3%	Cc1cccn2c(=O)c(/C=N/O)c(N3CCCC3)nc12
-1.3%	CC(C)CN1C(=O)/C(=C/c2cccc([N+](=O)[O-])c2)SC1=S
-1.4%	Cc1ccc(C)c(C(=O)Nc2c(C(N)=O)oc3ccccc23)c1
-3.0%	Cc1ccc(-n2ccnc2SCC(=O)N(CC(C)C)C2CCS(=O)(=O)C2)c(C)c1 (stereo not drawn)
15.7%	Cc1cc(C)cc(-n2nnc(C(=O)NCc3ccccc3Cl)c2N)c1
-5.1%	O=C(CN1C(=O)COc2ccccc21)NCCN1CCC(Cc2ccccc2)CC1
-33.8%	CC(C)NC(=O)CSCc1cccc(Br)c1
1.8%	O=C(NCCNS(=O)(=O)c1ccccc1)c1c(O)c2ccccc2oc1=O
18.9%	CCOc1ccc(C(=O)Nc2cc(Cl)cc(Cl)c2)cc1[N+](=O)[O-]
-3.4%	c1ccc(-c2nc(-n3nc4ccccc4n3)nc3ccccc23)cc1
2.6%	CC1=CC=CN2CC(O)CN=C12 (stereo not drawn)
3.4%	O=C1C2C3C=CC(C3)C2C(=O)N1CN(Cc1ccccc1)CN1C(=O)C2C3C=CC(C3)C2C1=O (stereo not drawn)
-0.4%	CCc1ccccc1NC(=O)C(C)n1nc([N+](=O)[O-])c(Br)c1C (stereo not drawn)
-4.3%	C/C(NCc1cccnc1)=C(\C#N)C(=O)NCc1ccccc1
8.4%&-10.5%	CC1CCN(c2nc(-c3ccccc3O)nc3ccccc23)CC1
-25.6%	CCOC(=O)Cn1c(=O)oc2cc(S(=O)(=O)Nc3cccc(C)c3)ccc21
-0.3%	CCCCCCCC(=O)NNC(=O)CCC(=O)O
-10.2%	CC(C)Cc1nnc(NC(=O)c2ccc([N+](=O)[O-])cc2)s1
1.9%	FC(F)(F)c1cccc(Sc2cc(C(F)(F)F)nc(-c3ccccn3)n2)c1
-3.1%	Cc1ccc(-n2nc3c(c2NC(=O)c2ccc4c(c2)OCO4)CS(=O)C3)cc1 (stereo not drawn)
-8.8%	O=C1CC(c2ccccc2)C(C(=O)O)N1 (stereo not drawn)
0.3%	CCn1c(C(c2ccccc2)c2ccccc2)n[nH]c1=S
8.0%	Cc1no[n+]([O-])c1COc1ccccc1C=O
-20.4%&4.2%	CCOC(=O)C1=C(O)/C(=C/N(C)C)N=C1C
-10.3%	O=C(NCc1ccccc1)N(Cc1cc2cc3c(cc2[nH]c1=O)OCO3)CC1CCCO1 (stereo not drawn)
-6.4%	Nc1nnc(SCC(=O)NC23CC4CC(CC(C4)C2)C3)s1
-3.6%	COc1ccc2[nH]c(=O)c(CN(C(=O)c3ccccn3)c3ccccc3)cc2c1
-5.3%	CCOC(=O)c1c(C)nc2ccccn12
1.0%	CCOC(=O)c1oc2ccc(S(=O)(=O)N3CCOCC3)cc2c1C
-10.0%	CCc1cc(C)cc(OCCNC(=O)c2cncc(Br)c2)c1
0.3%	O=C(NCCN1CCN(C(=O)c2cc3ccccc3oc2=O)CC1)c1cc2ccccc2oc1=O
0.4%	COc1ccc2c(Cl)c(-c3nnc4n3CCCCC4)sc2c1
-10.7%	Cc1ccc2c(c1)C(c1ccccc1)N(C(=O)c1ccc(Br)o1)CC(=O)N2 (stereo not drawn)
10.5%	CC(C)CCNC(=O)c1cnn2c(C(F)(F)F)cc(-c3ccco3)nc12
0.4%	COC(=O)C1=C(C)N(CCc2ccc(OC)cc2)C(=O)C1
